# Source: PubChem (National Center for Advancing Translational Sciences (NCATS))
# PGK inhibitor = qHTS Assay to Find Inhibitors of Phosphoglycerate Kinase | PGK/GAPDH coupled, Kinase-Glo luminescence, 60 min | Potency, µM (doses to about 57.5 µM), for inactives: top-dose activity change, negative = inhibition, actives largely listed as inhibitors | 380,000 compounds, 0.043% hits | AID 602233, 2012; further: on the % scale 0 is the no-effect control and ±100 the full control effect; nearly all actives have a fitted effect of over 60% in size
# Target sequence (P07378 whole entry, looked up): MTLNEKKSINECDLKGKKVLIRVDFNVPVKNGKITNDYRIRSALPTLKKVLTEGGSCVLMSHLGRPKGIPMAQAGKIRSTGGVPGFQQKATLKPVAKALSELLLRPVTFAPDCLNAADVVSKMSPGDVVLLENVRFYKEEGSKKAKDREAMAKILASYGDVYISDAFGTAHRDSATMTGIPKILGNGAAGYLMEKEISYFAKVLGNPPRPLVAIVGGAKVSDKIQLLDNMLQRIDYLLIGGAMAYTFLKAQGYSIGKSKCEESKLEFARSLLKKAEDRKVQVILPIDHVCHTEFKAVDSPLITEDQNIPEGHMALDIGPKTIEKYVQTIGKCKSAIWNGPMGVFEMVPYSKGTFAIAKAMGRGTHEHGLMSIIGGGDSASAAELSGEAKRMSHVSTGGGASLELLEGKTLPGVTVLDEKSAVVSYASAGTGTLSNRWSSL
#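 Recombinant glycosomal PGK reaction used 1,3-bisphosphoglycerate generated in-well by GAPDH (100nM final) in 100mM TEA pH 7.6, 5mM MgCl2, 0.01% Tween-20. After 60 minutes at room temperature, ATP was read by Kinase-Glo Plus luminescence end-point.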
# Pin1 inhibitor = qHTS Assay to Find Inhibitors of Pin1 | Peptidyl-prolyl cis-trans isomerase NIMA-interacting 1 (Homo sapiens), Q13526 | Pin1 FP peptide displacement, HiFluor488, 10 min | Potency, µM (series often up to 115 µM), for the others: top-dose activity, negative = inhibition, actives largely listed as inhibitors | 390,000 compounds, 0.009% hits; active means well fitted inhibition curve with a large enough effect in the polarisation, with a control signal flat, not every such curve was filed as active; inconclusive means small, poorly fitted or top-dose-only effect, or effect the other way, or a change in a side signal; inactive means no such curve, though single readings can be large or run the other way; the % refers to the polarisation; further: on the % scale 0 is the no-effect control and ±100 the full control effect
# RGS4 inh = Inhibitors of Regulator of G Protein Signaling (RGS) 4: qHTS; Transcreener GDP fluorescence polarization, RGS4-accelerated GTP hydrolysis; Potency, µM (series often up to 114 µM), for the others: at the top dose activity change, negative = inhibition, hits mostly inhibitors; 390,000 compounds, 0.039% hits; AID 504845, 2011; further: on the % scale 0 is the no-effect control and ±100 the full control effect; nearly all actives have a fitted effect of over 75% in size; some results filed as inactive show a strong effect at the top dose
#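 MLSMR compounds (23 nl, pin-transferred) preincubated 10 min at room temperature with a 500nM (2x) first reagent, then RGS4 at 900nM (2x) plus Transcreener GDP mix added; fluorescence polarization (620/688 nm) read before and after 90 min at 30 °C.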
# JMJD2A Tudor inh = qHTS Assay for Inhibitors of JMJD2A-Tudor Domain. Lysine-specific demethylase 4A (Homo sapiens), O75164. AlphaScreen JMJD2A-Tudor / H3K4me3 peptide binding. Potency, µM (titrated, usually from 114 µM), without a hit: at the highest dose activity change, negative = inhibition, most hits filed as inhibitors. 390,000 compounds, 4.4% hits. AID 504339, 2011; further: on the % scale 0 is the no-effect control and ±100 the full control effect; nearly all actives have a fitted effect of over 50% in size
# ALOX12 inh = Primary qHTS assay for inhibitors of human arachidonate 12S-lipoxygenase (ALOX12): Round 2 | Polyunsaturated fatty acid lipoxygenase ALOX12 (Homo sapiens), P18054 | 580,000 compounds, 1.1% hits | Potency, µM (titrated, usually from 108 µM), for inactives: at the highest dose activity change, negative = inhibition, hits mostly inhibitors | purified 12hLO, xylenol orange hydroperoxide absorbance | AID 1671190, 2021; further: on the % scale 0 is the no-effect control and ±100 the full control effect
#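 Purified human 12hLO at 150 nM in 25 mM Hepes, 0.01% Triton X-100, pH 7.0, preincubated 15 min at room temperature with compound. Reaction started with 40 uM arachidonic acid, 30 min at room temperature. Hydroperoxide measured by Fe-xylenol orange, 573/405 nm absorbance ratio.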
# ERG Ets-DNA blk = qHTS for Small Molecule Inhibitors of the ERG Ets/DNA interaction. Transcriptional regulator ERG (Homo sapiens), P11308. fluorescence polarization, His-ERG Ets domain / labelled DNA. Potency, µM (doses to about 76.9 µM), for the others: at the highest dose FP activity, negative = inhibition, actives largely listed as inhibitors. 370,000 compounds, 0.028% hits; active means well fitted inhibition curve with a large enough effect in the polarisation, with a control signal flat; inconclusive means small, poorly fitted or top-dose-only effect, or effect the other way, or a change in a side signal; inactive means no such curve, though single readings can be large or run the other way; the % refers to the polarisation;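 further: polarization taken with two DNA probes labelled with fluorescein and Texas red; % of control where 0% means no effect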
#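 His-tagged ERG Ets domain (1 uM in the protein solution; 300mM KCl, 50mM Tris-HCl, 1mM EDTA, 1mM DTT, pH 7.5) received compound, then a probe mix of 5 nM fluorescein-DNA and 100nM Texas-615-DNA. Fluorescence polarization was read for both dyes.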
# HP1b binding inh = HTS for Inhibitors of HP1-beta Chromodomain Interactions with Methylated Histone Tails | Potency, µM (series often up to 114 µM), for the others: at the highest dose activity change, negative = inhibition, most hits filed as inhibitors | 390,000 compounds, 0.56% hits | AlphaScreen HP1-beta / biotin-H3K9me3 peptide binding | Chromobox protein homolog 1 (Homo sapiens), P83916; further: nearly all actives have a fitted effect of over 70% in size; inactives centre near 23
# Target sequence (P83916 whole entry, looked up): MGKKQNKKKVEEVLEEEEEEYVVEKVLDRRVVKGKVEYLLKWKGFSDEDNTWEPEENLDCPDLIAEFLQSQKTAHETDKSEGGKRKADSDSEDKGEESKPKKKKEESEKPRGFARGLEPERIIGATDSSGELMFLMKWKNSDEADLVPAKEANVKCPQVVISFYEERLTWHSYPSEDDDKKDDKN
#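 Compound inhibition of the preformed complex between 50 nM HP1-beta and 50 nM biotinylated H3K9me3 peptide was read by AlphaScreen. Buffer was PBS pH 7.4 with 0.01% Tween-20. Incubations ran 30 min at room temperature, with 10 ug/mL donor/acceptor beads.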
# TrxR1 inh = qHTS Assay for Inhibitors of Mammalian Selenoprotein Thioredoxin Reductase 1 (TrxR1): qHTS; Thioredoxin reductase 1, cytoplasmic (Rattus norvegicus), O89049; recombinant rTrxR1, NADPH fluorescence consumption, selenite substrate; Potency, µM (series often up to 114 µM), without a hit: top-dose activity change, negative = inhibition, actives largely listed as inhibitors; 390,000 compounds, 1% hits; further: on the % scale 0 is the no-effect control and ±100 the full control effect; nearly all actives have a fitted effect of over 65% in size
# Target sequence (O89049 whole entry, looked up): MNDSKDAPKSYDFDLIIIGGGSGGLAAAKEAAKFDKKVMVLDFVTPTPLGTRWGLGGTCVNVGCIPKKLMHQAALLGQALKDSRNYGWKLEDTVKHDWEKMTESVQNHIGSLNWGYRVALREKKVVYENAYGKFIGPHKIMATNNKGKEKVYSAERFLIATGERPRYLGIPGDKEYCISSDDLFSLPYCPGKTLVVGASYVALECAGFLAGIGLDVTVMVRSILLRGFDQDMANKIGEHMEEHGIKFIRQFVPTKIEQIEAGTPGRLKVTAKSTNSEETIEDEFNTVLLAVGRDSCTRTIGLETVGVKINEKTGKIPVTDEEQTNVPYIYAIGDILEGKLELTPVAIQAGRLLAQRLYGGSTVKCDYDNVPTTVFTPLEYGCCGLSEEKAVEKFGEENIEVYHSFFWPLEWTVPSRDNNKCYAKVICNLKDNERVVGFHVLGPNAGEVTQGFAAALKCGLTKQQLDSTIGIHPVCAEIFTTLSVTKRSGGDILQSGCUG
#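 Rat TrxR1 (90 nM in the dispensed reagent) was pre-reduced with 400 uM NADPH for 5 min at room temperature, then incubated with compound for 15 min. After 400 uM selenite was added, NADPH fluorescence (Ex 340/Em 450 nm) was followed for 8 min.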
# GLS inhibitor = qHTS for Inhibitors of Glutaminase (GLS). Glutaminase kidney isoform, mitochondrial (Homo sapiens), O94925. AID 624170, 2012. Potency, µM (highest dose often 45.5 µM), for the others: at the top dose activity change, negative = inhibition, usual class: inhibitors. 410,000 compounds, 0.21% hits. GLS enzymatic activity, qHTS titration; further: on the % scale 0 is the no-effect control and ±100 the full control effect
#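 hKGA in 45 mM KH2PO4 pH 8.2, 0.02% Tween-20 with pin-transferred compounds; 1 mM L-glutamine (stock) plus glutamate oxidase/HRP/Amplex Red coupling added. Fluorescence read initially and after 30 min at RT.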
# An asterisk follows results filed as active; i = inactive; ? = inconclusive; · = no result given; [ ] = dose if it differs, or a comment. Unless noted, the call rests on the fitted dose curve; in most records, active means well fitted curve in the direction sought with a large enough effect; inconclusive means small, poorly fitted or top-dose-only effect, or another doubt; inactive means no such curve, though single readings can be large; an effect the other way counts as inactive or inconclusive. Potency means the concentration at half of the fitted maximal effect. Only part of the results is shown; rates above refer to the full screens.
SMILES,PGK inhibitor,Pin1 inhibitor,RGS4 inh,JMJD2A Tudor inh,ALOX12 inh,ERG Ets-DNA blk,HP1b binding inh,TrxR1 inh,GLS inhibitor
C=CCN1C2CCCC1CC(NC(=O)Nc1cc(C)cc(C)c1)C2 (configuration not stated),-2%,-8%,8%,-2%,-12%,3%,37%[activator],21%[57.1 µM],2%
O=C(CCC(=O)N1CCN(S(=O)(=O)c2ccc(Cl)cc2)CC1)NC1CCCc2ccccc21 (configuration not stated),-15%,3%,-32%,-22%,-7%,-10%,14%,22%[57.1 µM],4%
O=c1c(-c2ccc(Cl)cc2)[n+]([O-])c2ccccc2n1O,3%,?,27%,25µM*,?,0%,-8%,-14%,8%
CC(C)n1nnnc1SCC(=O)c1c(N)n(C2CC2)c(=O)[nH]c1=O,-4%,7%,21%,-11%,14%,10%,27%,19%,-3%
CCCn1c(NCc2ccc(N(C)C)cc2)nc2ccccc21,1%,2%,-13%,?,9%,-1%,-14%,19%,20%
O=C(COc1ccccc1Cl)OCC(=O)N1CCN(S(=O)(=O)c2ccccc2)CC1,-2%,-1%,6%,-13%,0%,-13%,51%[activator],-6%,-3%
O=C(O)C/C(=C\c1ccc2c(c1)OCO2)c1nc2ccccc2s1,-10%,-11%,-15%,-14%,5%,7%,9%,-1%[57.1 µM],-9%
Oc1ccccc1-c1cc(-c2ccc3c(c2)OCCO3)n[nH]1,·,5%,5%,?,?,·,12%,17%[57.1 µM],26%
CCOC(=O)c1c(C)n(C)c2ccc(OC)c(NS(=O)(=O)c3ccc(Cl)s3)c12,2%,?,1%,-13%,-24%,-8%,27%,1%,-1%
Cc1ccc(S(=O)(=O)Oc2ccccc2/C=N/NC(=O)c2c(Cl)cnn2C)cc1,-5%,-2%,-7%,-7%,-15%,1%,25%,-6%,-16%
Cc1ccc(SCC(=O)OCC(=O)NCCNC(=O)COC(=O)CSc2ccc(C)c(C)c2)cc1C,7%,1%,16%,-30%,-29%,-9%,15%,-1%,15%
Cc1cc(NC(=O)CSc2nnc(Cc3ccccc3)n2C)no1,5%,-2%,3%,-12%,?,7%,31%,-10%,12%
CCCC(=O)Nc1ccccc1Sc1ncnc2scc(-c3ccccc3)c12,-5%,11%,-15%,-5%,-2%,-13%,40%[activator],13%,0%
COc1ccccc1NCc1cc(=O)oc2c(C)c(O)ccc12,-11%,-5%,1%,?,-24%,-1%,-30%,16%,22%
CC1=CC=CN2C1=NC(=O)CC2(C)C(=O)N(CC(=O)NC1CCCC1)c1cc(C)cc(C)c1 (configuration not stated),-5%,-7%,23%,-15%,-8%,-1%,25%,-27%,6%
Cc1ccc2c(c1)c1ccc3c(c1n2C)C(=O)C=CC3=O,6%,40%[activator],-115%,6.3µM*,1.1µM*,10%,3.2µM*,40µM*,-21%
COC(=O)CN1C(=O)C(C)(C)c2cc(S(=O)(=O)Nc3ccc(Br)cc3F)ccc21,10%,-6%,-3%,-20%,-6%,-7%,15%[57 µM],4%[57.1 µM],-8%
Cc1ccc(-n2c(O)c(C=NC3CCS(=O)(=O)C3)c3ccccc3c2=O)cc1 (configuration not stated),i,-8%,18%,-17%,1%,-4%,19%,1%,10%
CN1CCc2c(sc3nc(NCCO)n(-c4cccc(Cl)c4)c(=O)c23)C1,8%,8%,17%,3%,24%,13%,27%,3%,-9%
CC12CC(NC(=O)N1c1cccc(C(=O)N3CCCCC3)c1)c1ccccc1O2 (configuration not stated),-3%,-3%,-2%,0%,-1%,10%,31%,16%,-8%

# Compound profiles, as listed above. Order of values: PGK inhibitor, Pin1 inhibitor, RGS4 inh, JMJD2A Tudor inh, ALOX12 inh, ERG Ets-DNA blk, HP1b binding inh, TrxR1 inh, GLS inhibitor
# Cc1cc(NC(=O)CSc2nnc(Cc3ccccc3)n2C)no1 is entered as 5%, -2%, 3%, -12%, ?, 7%, 31%, -10%, 12%
# O=C(CCC(=O)N1CCN(S(=O)(=O)c2ccc(Cl)cc2)CC1)NC1CCCc2ccccc21 (configuration not stated) is entered as -15%, 3%, -32%, -22%, -7%, -10%, 14%, 22%[57.1 µM], 4%
# CC1=CC=CN2C1=NC(=O)CC2(C)C(=O)N(CC(=O)NC1CCCC1)c1cc(C)cc(C)c1 (configuration not stated) is entered as -5%, -7%, 23%, -15%, -8%, -1%, 25%, -27%, 6%

# Other compounds follow.
SMILES,PGK inhibitor,Pin1 inhibitor,RGS4 inh,JMJD2A Tudor inh,ALOX12 inh,ERG Ets-DNA blk,HP1b binding inh,TrxR1 inh,GLS inhibitor
O=C(c1cnn2c(C(F)(F)F)cc(-c3ccccc3)nc12)N1CCOCC1,-6%,1%,-1%,-17%,19%,·,26%,-10%,3%
CSCCC(NC(=O)COc1ccccc1)C(=O)N(C)Cc1ccc(Cl)cc1Cl (configuration not stated),6%,?,5%,-23%,-25%,-5%,17%,29%,-1%
c1ccc(C2CC(c3ccccc3)C(c3ccccc3)N2)cc1 (configuration not stated),-14%,11%,-1%,22%,6%,1%,69%[activator],-5%[57.1 µM],9%
COc1ccc(OC)c(S(=O)(=O)Nc2cccc(O)c2)c1,-1%,3%,-11%,6%,449%[activator],8%,24%,22%[57.1 µM],-7%
COC(=O)c1ccc(C(=O)OC)c(NC(=O)CSCC(=O)O)c1,i,-4%,-6%,1%,?,-2%,27%,10%,-14%
CC1CCN(C(=O)CSc2nc3c(cnn3-c3ccccc3)c(=O)[nH]2)CC1,2%,3%,-25%,-23%,-15%,-2%,22%,14%,9%
CC1CCCC(NC(=O)COC(=O)Cc2ccc(Cl)cc2)C1C (configuration not stated),-1%,-9%,-3%,-14%,-2%,9%,38%,13%,-6%
O=C(Nc1ccc(N2CCCCC2)cc1)c1ccc(F)cc1F,0%,7%,14%,-16%,152%[activator],12%,7%,5%[57.1 µM],1%
CC(=NNC(=O)c1ccc2nc[nH]c2c1)c1ccc(Br)cc1,9%,13%,15%,-10%,0%,1%,10%[57 µM],-11%[2.29 µM],15%
O=C1C(=O)N(O)C2CCCCC2N1O (configuration not stated),1%,8%,16%,?,-7%,-7%,21%,13%,24%
COc1cc(C(=O)NCCN2CCCC2)cc(OC)c1OC,-1%,-6%,14%,-9%,7%,1%,36%,16%,6%
O=C1CSC(=S)N1N=Cc1c(O)ccc2ccccc12,-10%,?,?,50µM*,11µM*,58%[activator],?,-3%[11.4 µM],26%
O=c1cc(CCl)nc2scc(-c3ccccc3)n12,-4%,0%,-19%,-29%,?,9%,30%,?,-4%
COc1cc2c(cc1OC)C1(CCCC1)CNC2c1ccc([N+](=O)[O-])cc1 (configuration not stated),-3%,-3%,-7%,-27%,?,-2%,-5%,17%[57.1 µM],16%
OC(CN1CC=C(/C=C/c2ccc(Br)cc2)CC1)c1ccccc1 (configuration not stated),-11%,1%,-12%,-13%,?,1%,19%,1%,3%
COc1cccc(C2CC(c3c(F)cccc3Cl)n3nc(N)nc3N2)c1 (configuration not stated),2%,-10%,25%,-5%,0%,0%,24%,9%[57.1 µM],16%
O=C(Nc1ccon1)c1ccc(Cl)s1,-9%,1%,4%,-7%,4%,-4%,15%,4%[57.1 µM],3%
Cc1ccc(S(=O)(=O)Cn2nnnc2C(C(C)C)N2CCN(c3nc4ccccc4s3)CC2)cc1 (configuration not stated),i,?,-15%,-22%,0%,2%,25%,11%,-1%
COc1ccccc1NS(=O)(=O)c1ccc(NN=C2CCCCC2)c([N+](=O)[O-])c1,0%,5%,10%,?,4%,·,?,-15%,4%
CCCCOC(=O)c1ccc(OC(=O)c2sc3ncn(Cc4cccc(F)c4)c(=O)c3c2C)cc1,-5%,2%,-2%,8%,4%,7%,4%,35%[57.1 µM],1%
Cc1ccc(C)c(NC(=O)COC(=O)CCC(=O)c2cccs2)c1,-18%,-4%,-22%,-2%,-10%,-5%,38%[activator],9%,-14%
COc1ccc2[nH]c3c(=O)n(Cc4ccc(C(=O)NCC5CCCO5)cc4)c(=S)[nH]c3c2c1 (configuration not stated),-12%,?,-15%,10µM*,-16%,1%,16%,7%,?
CC(=O)Nc1ccc(NS(=O)(=O)c2ccc3ccccc3c2)cc1,-1%,-1%,-19%[56.9 µM],28µM*,?,-7%,-9%,-4%,-14%
CN(CC(=O)N1CCc2ccccc21)S(=O)(=O)c1cccc2cccnc12,-3%,-6%,-50%,?,6%,13%,7%,23%,0%
CC(=O)Oc1ccc(C(=O)OCC(=O)c2c(N)n(C)c(=O)n(C)c2=O)cc1OC(C)=O,0%,-4%,-22%,9%,-13%,1%,21%,-2%[57.1 µM],?
COc1cc(/C=C/C(=O)OCC(=O)NC(=O)NC(C)(C)C)ccc1OCC#N,-6%,-11%,17%,-9%,-12%,3%,32%,-7%[57.1 µM],0%
COc1cc(N=CC2=C(O)c3ccccc3C2=O)cc(OC)c1,-1%,17%,4%,-23%[57.1 µM],12%,0%,20%,13%,6%
